High-throughput results: PubChem BioAssay, Sanford-Burnham Center for Chemical Genomics
hIAP activ: human IAP activators, primary screen, biochemical, luminescence, uHTS; Intestinal-type alkaline phosphatase (Homo sapiens), P09923; activation factor at 10 µM; purified human IAP, CDP-Star luminescence, 30 min; stronger effect = higher value; 1 = vehicle-only enzyme, 0 = enzyme-free background; AID 2524, 2010; hit rate 0.16% among 330,000;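 active = activation factor of the enzyme at least 2-fold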; also: the source names both 10 and 20 µM as test concentration; values of inactives mirror those of a sister screen read the other way
mIAP act: activators of mouse IAP, primary screen, biochemical, luminescence, uHTS; hit rate 0.24% among 330,000; activation factor at 10 µM; muIAP, CDP-Star luminescence, 30 min; stronger effect = higher value; 1 = vehicle-only enzyme signal, 0 = enzyme-free wells; intestinal alkaline phosphatase [Mus musculus];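 active = activation factor of at least 2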; also: the source names both 10 and 20 µM as test concentration; values of inactives mirror those of a sister screen read the other way
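Assay system: mouse IAP enzyme; Reagent: CDP-Star chemiluminescent phosphatase substrate; Compound: DMSO-dissolved test compounds; Incubation: 30 min, room temperature; Technique: luminescence from enzymatic CDP-Star hydrolysis; Controls: DMSO-only wells and no-enzyme negative control.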
hIAP inh: human IAP inhibitors, primary screen, biochemical, luminescence, uHTS. hit rate 0.12% among 330,000. purified IAP, CDP-Star luminescence, 30 min. inhibition, % at 10 µM. AID 2544, 2010. Intestinal-type alkaline phosphatase (Homo sapiens), P09923;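 active = inhibition reaching a set limit with compound at 10 µM in the primary screen, cut at about 35% in these data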;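 also: plate controls were DMSO wells with enzyme for no effect and no-enzyme buffer wells for full effect; values of inactives mirror those of a sister screen read the other way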
MPTP inh: mitochondrial permeability transition pore inhibitors, primary screen, biochemical, isolated mouse mitochondria, absorbance; Ca2+ swelling absorbance, 30 min; inhibition, % at 10 µM; hit rate 1.4% among 360,000;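 active = inhibition of 50% or more, scaled per plate between neutral and stimulator controls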;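 also: 0% = DMSO wells given calcium and 100% = 1 mM EGTA wells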
APOBEC3A inh: APOBEC3A ssDNA deaminase inhibitors, primary screen, selectivity assay for APOBEC3G inhibitor project, biochemical, FAM/TAMRA oligo cleavage fluorescence; recombinant A3A, FAM/TAMRA ssDNA deamination fluorescence; inhibition, % at 20 µM; hit rate 0.41% among 330,000; AID 493011, 2011;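 active = at least 40% inhibition at 20 µM here, with at most 30% in a related deaminase screen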;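 also: plate controls were A3A with DMSO for no effect and wells lacking A3A enzyme for full effect; some results filed as inactive read as strong as hits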
Target sequence (P31941 whole entry, looked up): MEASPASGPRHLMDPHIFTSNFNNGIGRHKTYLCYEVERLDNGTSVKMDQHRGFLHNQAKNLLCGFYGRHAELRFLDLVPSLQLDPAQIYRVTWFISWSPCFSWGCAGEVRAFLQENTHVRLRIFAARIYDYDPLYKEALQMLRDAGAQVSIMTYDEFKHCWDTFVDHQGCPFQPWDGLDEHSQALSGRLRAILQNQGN
mIAP inh: inhibitors of mouse IAP, primary screen, biochemical, luminescence, uHTS. intestinal alkaline phosphatase [Mus musculus]. purified mouse IAP, CDP-Star luminescence, 30 min. inhibition, % at 10 µM. hit rate 0.2% among 330,000. AID 2806, 2010;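 active = inhibition of at least 40% at 10 µM in the primary screen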;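 also: plate controls were DMSO with enzyme for no effect and no enzyme wells for full effect; values of inactives mirror those of a sister screen read the other way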
ATG4B inh: ATG4B protease inhibitors, primary screen, biochemical, fluorescence, uHTS. Cysteine protease ATG4B (Homo sapiens), Q9Y4P1. ATG4B cleavage of LC3-PLA2, NBD-HPC fluorescence, 1 h. inhibition, % at 8.33 µM. hit rate 0.51% among 340,000; in the data active = inhibition above about 40%
Target sequence (Q9Y4P1 whole entry, looked up): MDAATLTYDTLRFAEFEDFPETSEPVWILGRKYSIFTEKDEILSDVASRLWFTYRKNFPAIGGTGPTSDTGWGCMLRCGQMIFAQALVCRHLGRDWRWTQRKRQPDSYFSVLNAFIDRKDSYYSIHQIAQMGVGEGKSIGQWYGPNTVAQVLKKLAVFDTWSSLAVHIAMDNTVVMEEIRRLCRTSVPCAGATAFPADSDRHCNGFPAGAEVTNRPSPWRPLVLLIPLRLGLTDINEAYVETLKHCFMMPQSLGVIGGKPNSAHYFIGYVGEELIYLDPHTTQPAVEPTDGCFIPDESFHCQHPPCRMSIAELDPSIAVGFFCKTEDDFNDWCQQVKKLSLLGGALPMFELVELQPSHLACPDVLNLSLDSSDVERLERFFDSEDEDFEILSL
A3G deaminase: APOBEC3G DNA deaminase inhibitors, primary screen, biochemical, fluorescence, single-stranded DNA substrate, uHTS; hit rate 0.28% among 330,000; DNA dC->dU-editing enzyme APOBEC-3G (Homo sapiens), Q9HC16; inhibition, % at 20 µM; recombinant A3G, ssDNA deamination FAM/TAMRA fluorescence; AID 493012, 2011;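 active = inhibition of at least 40% at 20 µM, with no more than 30% in the related APOBEC3A deaminase screen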;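 also: plate controls were DMSO wells with A3G for no effect and wells lacking A3G enzyme for full effect; some compounds called inactive have numbers as strong as hits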
Target sequence (Q9HC16 whole entry, looked up): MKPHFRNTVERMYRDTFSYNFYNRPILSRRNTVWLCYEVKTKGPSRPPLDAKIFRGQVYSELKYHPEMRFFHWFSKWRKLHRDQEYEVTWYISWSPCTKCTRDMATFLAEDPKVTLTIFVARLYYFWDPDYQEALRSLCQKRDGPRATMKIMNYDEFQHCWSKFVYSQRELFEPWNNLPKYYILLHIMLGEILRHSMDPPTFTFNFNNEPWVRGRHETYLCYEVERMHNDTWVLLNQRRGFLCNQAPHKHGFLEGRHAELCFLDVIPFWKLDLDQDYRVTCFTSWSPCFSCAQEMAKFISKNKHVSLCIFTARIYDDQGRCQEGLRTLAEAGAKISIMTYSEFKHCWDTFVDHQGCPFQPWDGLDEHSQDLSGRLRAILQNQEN
beta cell repl: inducers of MIN6 beta-cell proliferation, primary screen, ATP luminescence, uHTS; MIN6 cells proliferation, ATPlite luminescence, 48 h; cells starved in 0.2% serum; 100% = growth in 10% serum; proliferation, % at 10 µM; hit rate 0.29% among 330,000;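 active = compounds whose signal lies at least 3.5 SD above the mean of all wells on their plate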;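 also: 0% = DMSO-treated cells in low-serum medium and 100% = 10% serum control; some compounds called inactive have numbers as strong as hits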
* hit, by the source's call. Hits appear at their usual frequency; 3.3% or so of the library scored in one or more.

cpd	Molecule	hIAP activ	mIAP act	hIAP inh	MPTP inh	APOBEC3A inh	mIAP inh	ATG4B inh	A3G deaminase	beta cell repl
1	CC(C(=O)Nc1ccc(S(=O)(=O)N2CCCC2)cc1)N1CCc2ccccc2C1 (configuration not stated)	0.94	1.1	6	2.2	-2	-13	-1	-8	0
2	Cc1ccc(C(=O)Cn2cncn2)cc1	0.91	0.94	9	0.5	1	6	-5	13	5
3	Nc1nnc(N)c2ccccc12	0.98	1.1	2	-0.8	-1	-5	4	-8	-1
4	COc1ccc(-n2c(SCC(=O)Nc3ccccc3OC)nc(O)c(Cc3ccccc3)c2=O)cc1	1.2	0.97	-21	0.0	-8	3	-2	-11	-2
5	O=C(NCCCN1CCOCC1)c1cccc(S(=O)(=O)Nc2cc(Cl)ccc2Cl)c1	1.1	1.1	-10	-0.4	-5	-14	-3	-11	-1
6	CCC(C)Sc1nnc(-c2c[nH]c3ccccc23)n1CCOC (configuration not stated)	0.99	0.99	0	1.6	-1	0	10	-2	2
7	O=C(CCn1c(=S)[nH]c2cc3c(cc2c1=O)OCO3)NCc1ccc(Cl)cc1	1	0.93	-2	-1.0	-2	7	14	-4	1
8	O=C(NC1(N2CCOCC2)CC1)c1ccc(Cl)cc1	1.2	0.95	-16	-0.3	-2	5	-7	-5	-1
9	Cc1nc(N2CCN(c3ccccn3)CC2)c2c(C)c(C(=O)N3CCN(c4cccc(Cl)c4)CC3)sc2n1	1.1	0.98	-11	1.1	-5	2	-1	-1	0
10	Cc1ccc2c(c1)CCCN2CC(=O)N(C)c1c(N)n(Cc2ccccc2)c(=O)[nH]c1=O	0.94	1.1	6	-0.5	-3	-11	-6	-12	0
11	C[C@@H](C(=O)NCCc1ccccc1)N1C(=O)N2CCc3c([nH]c4ccccc34)[C@@]2(C)C1=O	1	0.95	0	0.6	-5	5	-25	-9	-1
12	COc1cc2c(cc1OC)CN(S(C)(=O)=O)CC2	1.2	1.1	-17	-0.8	-1	-10	2	-9	1
13	COC(=O)N/N=C/c1ccccc1Cl	0.94	0.94	6	-1.0	-5	6	-7	-2	-3
14	CCN1CCN(C(=O)c2ccccc2N(C)S(=O)(=O)c2ccc(C)cc2)CC1	0.89	1.1	11	-0.1	-1	-7	-9	-3	-1
15	Cc1ccccc1CNC(=O)Nc1ccc(Cl)cc1	1	1.3	-2	16	-5	-26	14	-6	-1
16	COc1ccc(CCN(C)c2ccc(S(=O)(=O)N3CCCC3)cc2[N+](=O)[O-])cc1OC	0.93	0.94	7	8.6	2	6	-15	-4	0
17	CCn1c(=O)cc(SCC(=O)N2CCOCC2)c2ccccc21	0.93	0.93	7	-1.0	0	8	0	-2	-1
18	COc1cccc(CNC(=O)CCC2CCCN(C(=O)CCC(F)(F)F)C2)c1 (configuration not stated)	1.1	1	-8	-0.2	-1	0	-2	-4	3
19	O=S(=O)(c1cc(Cl)ccc1Cl)N1CCN(c2ccccn2)CC1	0.92	0.99	8	0.7	-6	1	11	-15	-3
20	O=C(CN1C2=NCCCN2c2ccccc21)c1ccc2c(c1)OCO2	0.95	0.92	5	-0.3	1	8	-6	0	4
21	Cc1ccc(CNC(=O)c2cccc3c2C(=O)c2ccc(N4CCOCC4)cc2S3(=O)=O)cc1	1.1	0.92	-10	-0.9	-5	8	-10	-13	8
22	C=CCN1C(=O)C(CC(=O)O)SC1=Nc1cccc([N+](=O)[O-])c1 (configuration not stated)	0.94	1	6	-2.6	5	0	6	-4	-2
23	C=CC(=O)N1CCCC(Nc2nc(Nc3ccc(N(C)C(=O)CC)cc3C)nc3nc[nH]c23)C1 (configuration not stated)	1.2	0.94	-17	0.1	-2	6	12	0	3
24	c1coc(-c2nnc(-c3ccco3)nn2)c1	1.1	0.29	-10	2.5	98	71*	6	80	-6
25	COc1cccc(OCCNC(=O)Nc2cc(F)c(F)cc2Cl)c1	1.1	2.3*	-13	14	7	-133	9	-10	-1
26	C[C@@H]1CC=C[C@H]2[C@H]1C(=O)N(Cc1ccccc1)[C@H]2c1ccc2ccccc2c1/C=C/c1ccccc1	0.88	1	12	0.7	-1	-1	-3	-3	-8
27	CCC(=O)OCc1c(C(F)(F)F)nn(C)c1Oc1cccc(C(F)(F)F)c1	0.98	1	2	1.5	6	-2	2	0	-2
28	CC1=CC(C)C2C(=O)N(CCCN(C)C)C(=O)C2C1 (configuration not stated)	0.98	1	2	-3.3	-3	-2	-2	-4	2
29	CC(=O)c1cc2c(cc1N(C(=O)Cn1nnc3ccccc31)C(C(=O)NCCC(C)C)c1cccnc1)OCO2 (configuration not stated)	1	1	-4	-2.0	-2	0	0	-7	0
30	COc1ccc2c(c1)Cc1sc(NC(=O)c3ccccc3)nc1-2	1	0.87	0	-3.3	-3	13	-2	-5	-2

Reprinted from the part before: 5 entries; new compounds follow.
cpd	Molecule	hIAP activ	mIAP act	hIAP inh	MPTP inh	APOBEC3A inh	mIAP inh	ATG4B inh	A3G deaminase	beta cell repl
26	C[C@@H]1CC=C[C@H]2[C@H]1C(=O)N(Cc1ccccc1)[C@H]2c1ccc2ccccc2c1/C=C/c1ccccc1	0.88	1	12	0.7	-1	-1	-3	-3	-8
27	CCC(=O)OCc1c(C(F)(F)F)nn(C)c1Oc1cccc(C(F)(F)F)c1	0.98	1	2	1.5	6	-2	2	0	-2
28	CC1=CC(C)C2C(=O)N(CCCN(C)C)C(=O)C2C1 (configuration not stated)	0.98	1	2	-3.3	-3	-2	-2	-4	2
29	CC(=O)c1cc2c(cc1N(C(=O)Cn1nnc3ccccc31)C(C(=O)NCCC(C)C)c1cccnc1)OCO2 (configuration not stated)	1	1	-4	-2.0	-2	0	0	-7	0
30	COc1ccc2c(c1)Cc1sc(NC(=O)c3ccccc3)nc1-2	1	0.87	0	-3.3	-3	13	-2	-5	-2
31	COc1ccc(C2=NS(=O)(=O)N(C)C(C(=O)N(C)Cc3ccccc3)=C2)cc1OC	0.92	0.91	8	-1.8	-2	9	-6	-8	4
32	CN(C)c1ccc(NC(=O)c2ccc([N+](=O)[O-])cc2Cl)cc1	1	0.95	-1	-2.6	-5	5	3	-10	-3
33	COc1ccc(CC(=O)Nc2ccc(S(=O)(=O)Nc3nc(C)cc(C)n3)cc2)cc1	0.79	0.96	21	-1.0	-4	4	-5	-7	1
34	CC1CC(C)(C)NC(=S)N1CCC(=O)N1CCN(c2ccccc2)CC1 (configuration not stated)	1.1	1	-5	1.5	-9	0	-3	-4	-3
35	CC(C)c1ccc(NC2CCCN(C(=O)c3cccc4nccnc34)C2)cc1 (configuration not stated)	0.93	0.91	7	-1.2	0	9	16	6	0
36	Cc1ccc(C(OCCN(C)C)c2cccc(C(F)(F)F)c2)cc1 (configuration not stated)	0.95	0.94	5	-0.3	-3	6	-1	-3	-1
37	CCSc1nnc(NC(=O)NC2CCCCC2)s1	0.99	1	1	7.8	4	0	4	4	-2
38	COCCOC(=O)c1c(C)oc2ccc(OC(=O)c3ccco3)cc12	1.1	0.88	-7	-0.4	-7	12	-1	-9	-2
39	O=C(CCCCN1CCCCC1)c1ccc2c(c1)Cc1ccccc1-2	0.94	0.9	6	95*	-1	10	-7	-5	-6
40	CN1CCN(C(=O)c2cnn(-c3ccccc3)c2NC(=O)c2ccccc2)CC1	0.99	0.91	1	0.1	-2	9	-9	-5	0
41	CCn1c(=O)cc(OCC(=O)NCCCN2CCCC2=O)c2ccccc21	1	0.94	0	0.1	-2	6	4	-3	0
42	Cc1ccnc(Nc2nc3ccccc3o2)n1	1.5	1	-48	-2.1	-4	0	4	-3	-4
43	CC(=O)c1ccc(N2C(=O)C3C4C=CC(CC4)C3C2=O)cc1 (configuration not stated)	0.9	1	10	-0.1	-5	-3	-2	-9	-4
44	Cn1c(SCC(=O)Nc2ccc(F)cc2)nc2c(c1=O)SCC2	1	0.99	0	-1.2	-1	1	1	1	4
45	Cc1ccc(C)c(C(=O)Nc2cc(C)nn2-c2nc(C)cc(C)n2)c1	0.9	0.88	10	-2.8	-3	12	-4	-8	-3
46	CC1CN(S(=O)(=O)c2cccc(C(=O)N(CCc3ccccc3)Cc3ccccc3)c2)CC(C)O1 (configuration not stated)	1.1	0.98	-13	-1.0	2	2	6	12	-6
47	CCCN(C(=O)c1cccs1)c1nnc(-c2ccncc2)s1	1.1	1	-9	0.6	-2	-2	-17	-3	0
48	CC1CCCN(CC(O)COc2ccc3c(c2)OCO3)C1 (configuration not stated)	1.1	0.95	-12	0.6	0	5	-2	-3	0
49	Nc1c(C(=O)Nc2ccccc2F)sc2nc(-c3cccnc3)ccc12	0.82	1.1	18	2.2	-3	-14	3	2	-4
50	Cn1c(=O)c2c(nc3n2CC(COc2ccc(Cl)cc2)O3)n(C)c1=O (configuration not stated)	1.1	0.97	-11	0.4	-4	3	-8	-7	0
51	OCC1(Cc2ccccc2C(F)(F)F)CCN(Cc2ccc3c(c2)CCO3)CC1	0.86	1	14	-0.9	-3	-5	-1	-9	-4

Compound profiles, as listed above. Order of values: hIAP activ	mIAP act	hIAP inh	MPTP inh	APOBEC3A inh	mIAP inh	ATG4B inh	A3G deaminase	beta cell repl
Listed for OCC1(Cc2ccccc2C(F)(F)F)CCN(Cc2ccc3c(c2)CCO3)CC1 → 0.86	1	14	-0.9	-3	-5	-1	-9	-4
Listed for COCCOC(=O)c1c(C)oc2ccc(OC(=O)c3ccco3)cc12 → 1.1	0.88	-7	-0.4	-7	12	-1	-9	-2
Listed for CC1CCCN(CC(O)COc2ccc3c(c2)OCO3)C1 (configuration not stated) → 1.1	0.95	-12	0.6	0	5	-2	-3	0
Listed for Cn1c(SCC(=O)Nc2ccc(F)cc2)nc2c(c1=O)SCC2 → 1	0.99	0	-1.2	-1	1	1	1	4
Listed for CC(=O)c1ccc(N2C(=O)C3C4C=CC(CC4)C3C2=O)cc1 (configuration not stated) → 0.9	1	10	-0.1	-5	-3	-2	-9	-4
